human PMI inhibition – MPI enzyme activity inhibition – biochemical, fluorescence intensity, coupled assay, primary screen (AID 1209); inhibition, % at 20 µM, or IC50 in µM where a hit was titrated; 190,000 tested, 0.42% active; purified PMI enzyme, coupled fluorescence intensity; higher % means a stronger effect;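 note: plate controls were DMSO vehicle for no effect and wells lacking substrate for full effect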
Myeloid diff 2 – compounds promoting myeloid differentiation | ER-HoxA9 myeloid progenitors, lysozyme-GFP differentiation, flow cytometry | calls only at 10 µM | 360,000 tested, 1% active | AID 624256;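 active = normalized GFP-positive differentiation at or above the plate's own cutoff, the solvent-only control mean plus 3 SD; inconclusive = no clear call, values can overlap the other calls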;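 note: cells exposed to compound for four days before flow analysis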
LYP inhibition – inhibitors of LYP phosphatase, biochemical, fluorescence intensity, uHTS (AID 1779) | recombinant LYP phosphatase, fluorescence intensity; higher % means a stronger effect | inhibition, % at 11.5 µM; hits with a dose series show IC50 in µM | 290,000 tested, 0.054% active;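 note: plate controls were vehicle with enzyme for no effect and no enzyme for full effect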
P. falciparum M1AAP – P. falciparum M1AAP inhibitors, biochemical, fluorogenic H-Leu-NHMec substrate, 1536-well (AID 1445); recombinant M1AAP, H-Leu-NHMec fluorogenic kinetic assay; higher % means a stronger effect; inhibition, % at 30 µM; hits with a dose series show IC50 in µM; 220,000 tested, 0.42% active;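 active = primary inhibition above the hit cutoff, then over 50% inhibition at one or more dose response concentrations, cut at about 23% in these data, passing the limit was not always enough; inconclusive = conflicting primary data, or primary hits not chosen for dose response; inactive = low primary inhibition, or under 50% at every dose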;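 note: plate controls were DMSO full reaction for no effect and no enzyme background for full effect; strong numbers were not always called active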
CSM14.1 death rescue – rescue of cells from ER stress-induced death, primary screen, 384-well, CSM14.1, thapsigargin, ATP luminescence (AID 1222). CSM14.1 thapsigargin-induced death rescue, ATP luminescence; higher % means a stronger effect. one-dose cellular ATP content (survival), % at 20 µM; EC50 in µM for titrated hits. 190,000 tested, under 10 active;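 active = EC50 below 50 µM in the dose-response confirmation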;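 note: death triggered by thapsigargin at about 15 µM added after 2 h compound pretreatment; cell ATP read after overnight thapsigargin exposure of roughly 18 to 22 hours; normalized against plate controls of thapsigargin alone and 5% DMSO vehicle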
PMI inhibition – MPI inhibition at elevated mannose 6-phosphate – biochemical, fluorescence intensity, high mannose 6-phosphate, primary screen (AID 1220). 190,000 tested, 0.66% active. recombinant PMI enzyme, coupled fluorescence intensity; higher % means a stronger effect. one-dose inhibition, % at 20 µM; IC50 in µM for titrated hits
XIAP antagonists – XIAP antagonists, biochemical, IAP family, fluorescence polarization (AID 1018) | XIAP BIR domain, fluorescence polarization peptide displacement; higher % means a stronger effect | displacement, % at 20 µM; hits with a dose series show IC50 in µM | 200,000 tested, 0.007% active; in the data active = displacement above about 50%; note: a part of the inactive calls stands beside numbers as strong as those of hits
TNAP activators – stimulation of alkaline phosphatase TNAP activity – biochemical, luminescent, no phosphate acceptor, uHTS, primary screen (AID 1001) | purified TNAP, luminescent activation assay, no phosphate acceptor; higher activation fold means a stronger effect | activation fold at 20 µM, or EC50 in µM where a hit was titrated | 200,000 tested, 0.03% active; in the data active = activation fold from about 3, or a potency from the dose series; inactive = the rest, 99 in 100 with activation fold below about 1.6; note: many of its hits are not listed in these tables
M17LAP inhibition – P. falciparum M17LAP inhibitors, primary screen, biochemical, fluorogenic H-Leu-NHMec substrate, 1536-well (AID 1619); 220,000 tested, 0.38% active; recombinant M17LAP, H-Leu-NHMec fluorogenic kinetic assay; higher % means a stronger effect; one-dose inhibition, % at 30 µM; IC50 in µM for titrated hits;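 active = compound inhibiting the enzyme by more than half at any dose during confirmatory dose-response retesting; inconclusive = strong single-dose inhibitors picked by rank but not retested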;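 note: plate controls were full reaction with DMSO carrier for no effect and no enzyme background for full effect; strong numbers were not always called active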
Myeloid diff 2 GFP+ MAC1+ % – recorded beside Myeloid diff 2, whose call it bears; GFP+ MAC1+ double positive, %; measured here: differentiation confirmed by MAC1 staining
* hit, by the source's call; i = inactive; ? = inconclusive; · = no result given. Cut-off read from the data, not from the text of the source, unless noted: active = inhibition above about 50%; inactive = the rest.

SMILES	human PMI inhibition	Myeloid diff 2	Myeloid diff 2 GFP+ MAC1+ %	LYP inhibition	P. falciparum M1AAP	CSM14.1 death rescue	PMI inhibition	XIAP antagonists	TNAP activators	M17LAP inhibition
O=C(Nc1nc(-c2ccccc2)c(C(=O)c2ccccc2)s1)c1ccc(S(=O)(=O)N2CCCC2)cc1	20%	i	1.7	7%	-1%	3.3%	16%	-2.8%	1	4%
O=C(O)/C(=C/c1ccco1)NC(=O)c1ccccc1	-5%	i	0.8	-9%	3%	1.0%	-3%	-1.1%	1	3%
C[C@@H]1CC=C[C@H]2[C@H]1C(=O)N(Cc1ccccc1)[C@H]2c1ccc(-c2ccc(F)cc2)cc1F	·	i	0.5	-2%	-9%	·	·	·	·	7%
O=C(Nc1ccc(F)cc1F)c1sccc1SCc1cccc(C(F)(F)F)c1	10%	i	0.6	-4%	5%	5.3%	7%	-3.5%	1.1	16%
CCOC(=O)NN1C(=O)c2ccccc2NC1c1ccccc1F (stereo not drawn)	-12%	i	1.7	-13%	23%	2.1%	-11%	-5.4%	1.1	-15%
Cc1cc[n+](CC(=O)c2ccc(NC(=O)c3ccccc3)cc2)c2ccccc12	-26%	i	0.3	-3%	-5%	-0.5%	-2%	-9.9%	1	8%
COC(=O)c1[nH]c2ccc(F)cc2c1NC(=O)CCN1CCN(Cc2ccc3c(c2)OCO3)CC1	1%	i	1.6	-12%	5%	1.1%	0%	2.6%	1.1	-4%
O=C(COc1ccccc1F)NC1CCN(Cc2ccccc2)CC1	0%	i	2.2	-5%	-7%	0.6%	-7%	-2.8%	1	-1%
O=C(NNS(=O)(=O)c1cccc(Cl)c1)c1cc(-c2ccc(F)cc2)nc2ccccc12	2%	i	0.3	3%	?	-1.1%	15%	-2.3%	1	8%
CCOC(=O)c1cc2sc(C)cc2n1CC(=O)NCCc1ccccc1	8%	i	9.1	-3%	6%	-0.1%	6%	-8.2%	1.1	1%
O=C(Nc1cc(Cl)ccc1N1CCOCC1)c1cnccn1	-1%	i	0.6	-1%	0%	-2.5%	5%	-7.1%	1.1	-12%
CCCCC(CC)C1OCC(CN2CCCCC2)O1 (stereo not drawn)	·	i	0.4	-11%	7%	·	·	·	·	3%
CCOC(=O)c1c(NC(=O)Cc2cccs2)sc(C(=O)N2CCCCC2)c1C	20%	i	0.6	1%	6%	-1.6%	23%	-9.5%	1	8%
C=CCOc1ccc(C(=O)NC2CCCCC2)cc1	-10%	i	0.5	-10%	1%	2.2%	-14%	-1.5%	1.1	2%
COCCSc1ccccc1C(=O)Nc1ccc(Br)cc1	-1%	i	0.6	-3%	6%	-1.0%	1%	-4.9%	1	-1%
COCCCN(C)C1CCN(C(=O)Nc2ccc(F)cc2)CC1	6%	i	2.4	3%	-2%	·	4%	-4.8%	1	16%
NC(=O)C1CCN(C(=O)CCSc2ccc(Cl)cc2)CC1	1%	i	0.3	0%	6%	-0.9%	-10%	-4.9%	1.1	6%
Cn1c(Cl)c(/C=N/OC(=O)C(C)(C)C)c2ccccc21	10%	i	0.6	2%	10%	1.0%	9%	1.4%	1	5%
O=C(Cc1ccccc1)NCCSCc1ccccc1	15%	i	0.9	-1%	0%	-1.6%	8%	-12%	1.1	-5%
CCOC(=O)N1CCN(CC(=O)Nc2c(C(=O)OC)[nH]c3ccccc23)CC1	-7%	i	4.0	-7%	0%	-0.4%	2%	-3.3%	1	1%
CCOC(=O)COc1nc(-c2ccccc2)cc(-c2ccco2)c1C#N	·	i	0.8	-5%	2%	·	·	·	·	-15%
COc1ccc(NC(=O)c2nc[nH]c2C(=O)NCC(=O)OC(C)(C)C)cc1	·	i	1.3	-2%	1%	·	·	·	·	2%
Oc1cc(Br)ccc1C=Nc1ccc(N2CCCCC2)cc1	·	i	1.0	5%	-1%	·	·	·	·	5%
COc1ccccc1CNC(=O)C(NS(=O)(=O)c1ccc2c(c1)oc(=O)n2C)C(C)C (stereo not drawn)	-2%	i	3.8	-7%	5%	1.8%	5%	-1.0%	1.1	0%
COc1ccc(C(CC(=O)O)NC(=O)OC(C)(C)C)cc1 (stereo not drawn)	-18%	i	0.4	-6%	10%	0.3%	-5%	-3.6%	1.1	-2%
Cc1cc(=O)c2n(Cc3ccccc3Cl)nc[n+]2[nH]1	-6%	i	0.6	-5%	7%	-2.1%	-6%	-9.8%	1	8%
Cc1ccc(C)c(NC2=CC(=O)CC(C)(C)C2)c1C#N	-12%	i	0.8	2%	-7%	-0.7%	-16%	-5.8%	1	-1%
Cc1cc(C)n(-c2cccc(Cl)c2C#N)n1	·	i	0.3	-3%	3%	·	·	·	·	-6%
Cn1c(=O)c(=O)n(C)c2cc(S(=O)(=O)NCc3ccc(Cl)cc3)ccc21	-6%	i	0.4	-3%	13%	-0.8%	-10%	-8.3%	1.1	10%
CCCCNC(=O)N1CCN(c2ccccc2OCC)CC1	3%	?	·	-8%	0%	-2.6%	8%	-11%	1.1	-5%
Oc1ccccc1N=Nc1nc(-c2ccccc2)c(-c2ccccc2)[nH]1	10%	?	·	4%	-8%	0.5%	5%	6.5%	0.6	3%
CC(C)CC(=O)Nc1ccc2oc(-c3cccnc3)nc2c1	-6%	i	0.6	-2%	2%	-2.7%	1%	-11%	1.1	-30%
Cc1nn(-c2ccccc2)c(C)c1/C=N\NS(=O)(=O)c1ccc(Cl)cc1	8%	i	0.4	-7%	0%	-2.5%	4%	-1.2%	1.2	9%
NC(=O)CSc1c[nH]c2ccccc12	2%	i	1.7	-10%	-1%	-1.2%	5%	-5.7%	1.1	-5%
Cc1cccc(N2CN(Cc3cccnc3)CNC2=S)c1C	8%	i	0.7	0%	2%	-2.0%	4%	-5.9%	1	2%
CC(C)CNC(=O)c1ccccc1NC(=O)c1ccc(CN2CCOCC2)cc1	14%	i	4.8	0%	-1%	-3.6%	17%	-1.7%	1.1	-4%

Taken from above.
CCOC(=O)NN1C(=O)c2ccccc2NC1c1ccccc1F (stereo not drawn) | human PMI inhibition: -12%
COCCCN(C)C1CCN(C(=O)Nc2ccc(F)cc2)CC1 | Myeloid diff 2 GFP+ MAC1+ %: 2.4

The list goes on:
SMILES	human PMI inhibition	Myeloid diff 2	Myeloid diff 2 GFP+ MAC1+ %	LYP inhibition	P. falciparum M1AAP	CSM14.1 death rescue	PMI inhibition	XIAP antagonists	TNAP activators	M17LAP inhibition
C/C(CC(O)(/C=N/O)c1ccccc1)=N\O (stereo not drawn)	8%	i	0.2	8%	16%	·	6%	1.6%	1.2	3%
O=c1c2ccccc2cnn1Cc1n[nH]c(=S)n1-c1ccc(F)c(Cl)c1	-5%	i	0.3	0%	1%	-0.8%	-3%	0.3%	1	7%
O=c1cc(CNC2CCCCC2)c2ccccc2[nH]1	1%	i	0.7	-4%	3%	-0.6%	3%	-4.6%	1.1	-3%
O=S(=O)(c1ccc(Cl)cc1)N1CCC(O)(CN2CCN(Cc3ccccc3)CC2)CC1	1%	i	0.0	-1%	7%	-0.5%	-5%	-5.1%	1	15%
Cc1sc2nc(SCC(=O)NCCO)n(C)c(=O)c2c1C	12%	i	1.5	-2%	5%	1.8%	15%	-7.6%	1	10%
COc1ccc(S(=O)(=O)N2CCN(c3ccccc3OC)CC2)cc1OC	16%	i	1.7	3%	4%	-2.3%	12%	-4.5%	1.1	11%
O=C(NC(=S)NCCC1=CCCCC1)c1ccco1	7%	i	0.0	1%	7%	2.1%	0%	-16%	1.1	-3%
COC(=O)c1ccc(NC(=O)C2CCCN(S(C)(=O)=O)C2)cc1 (stereo not drawn)	-21%	i	0.1	1%	0%	-1.1%	-17%	-4.8%	1	-6%
CC(NC(=O)c1cc(COc2c(F)cccc2F)on1)c1cnn(-c2ccccc2)c1 (stereo not drawn)	15%	i	0.1	-1%	-6%	3.3%	9%	2.2%	1.1	-6%
CN(C)c1nc(Cl)nc(NCCOc2ccccc2)n1	4%	i	0.5	-6%	-1%	-0.9%	-10%	-3.3%	1.1	0%
O=S(=O)(CC(CN1CCCCC1)N1CCCCC1)c1ccccc1 (stereo not drawn)	12%	i	0.2	-1%	·	7.9%	5%	-4.5%	1	·
CCCCCCCC1=CC2=CC(=O)C(C)(OC(C)=O)C(=O)C2=CN1CCc1ccccc1 (stereo not drawn)	-9%	·	·	-3%	4%	-2.5%	26%	-1.0%	1	8%
CCOC(=O)CNC(=O)C(CO)NC(=O)OCc1ccccc1 (stereo not drawn)	-1%	i	0.9	-10%	14%	-0.9%	-4%	-5.2%	1.1	6%
Cn1c(C(=O)OC(C(=O)NC2CCCC2)c2ccncc2)cc2sccc21 (stereo not drawn)	-7%	i	7.7	-11%	-1%	2.4%	-6%	-4.5%	1.1	-10%
COc1ccc(CNc2nc3c(c(C(F)(F)F)n2)CCCCC3)cc1	19%	·	·	-3%	4%	-0.8%	17%	1.5%	1.1	0%
CCOC(=O)c1c(C2COc3ccccc3O2)csc1NC(=O)c1ccco1 (stereo not drawn)	56%*	i	0.5	2%	0%	·	6%	-5.7%	1	-10%
CCC(C)[C@H](N)c1cn([C@@H](CCCCN)C(=O)N2CCNCC2)nn1 (stereo partly drawn)	-10%	i	1.1	-3%	-3%	0.0%	-9%	-4.2%	1.1	-1%
O=C1CC(c2cccs2)CC(O)=C1C=NCCN1CCNCC1 (stereo not drawn)	-12%	i	6.5	-8%	6%	-2.4%	9%	-3.8%	1	-3%
Cc1cscc1NC(=O)/C=C/C(=O)O	·	i	0.3	-6%	-4%	·	·	·	·	-8%
CCOC(=O)c1cn2nc(Oc3ccc(NC(C)=O)cc3)ccc2n1	·	i	0.5	-4%	-2%	·	·	·	·	0%
CCCc1nnc(NC(=O)CC(=O)Nc2ccccc2C(=O)O)s1	-3%	i	1.3	-8%	5%	-3.3%	-6%	-5.8%	1	18%
CCCN1CCOC(CC(=O)Nc2ccc([N+](=O)[O-])cc2)C1=O (stereo not drawn)	1%	i	0.0	-3%	17%	0.4%	10%	-4.1%	1.1	7%
Clc1ccc(-c2ncc3ccccn23)cc1	·	i	0.6	-1%	13%	2.1%	·	0.0%	1.1	1%
Cc1nc(/C(=N/O)C(N)=O)cs1	·	i	1.0	0%	3%	·	·	·	·	2%
Cc1c(C)n(C)c2ccc([N+](=O)[O-])cc12	3%	i	1.6	0%	11%	2.0%	0%	-1.3%	1	8%
Cc1ccc(NC(=O)CN(c2ccccc2)S(=O)(=O)N(C)C)cc1C	1%	i	1.1	-4%	-2%	-1.7%	5%	-3.1%	1	17%
C=CCn1c(SCC(=O)Nc2cc(NC(C)=O)ccc2OC)nnc1-c1ccccn1	6%	i	1.0	-9%	1%	2.0%	0%	-0.8%	1.1	6%

Screening data as filed in PubChem.
